# EBNA-1 inh = blocks EBNA-1 binding to DNA | inhibition, % at 14.8 µM | EBNA-1 DNA binding, fluorescence polarization | AID 1950 | actives 0.34% (n = 300,000); in the data active means inhibition above about 28%
# PREPL inhibitor = inhibits the human prolyl oligopeptidase-like enzyme | Q4J6C6 | recombinant PREPL, fluorescence polarization activity-based probe | inhibition, % at 5.96 µM | actives 0.68% (n = 320,000); in the data active means inhibition above about 43%;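 further: 0% = enzyme with DMSO and 100% = wells lacking enzyme; many of its hits are not listed in these tables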
# PAFAH2 FP inh = inhibitors of human PAFAH2. Q99487. recombinant PAFAH2, FP-rhodamine activity probe, fluorescence polarization. inhibition, % at 3.39 µM. actives 0.99% (n = 340,000);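 active means inhibition above the mean over all tested compounds plus 3 SD, cut at about 30% in these data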;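 further: inhibitors block probe labeling of enzyme so polarization drops; 0% = enzyme with DMSO and 100% = wells lacking PAFAH2 protein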
# LYPLA1 inh = LYPLA1 (human) inhibition in PME1 counter-screen. O75608. recombinant LYPLA1, FP-Rh probe fluorescence polarization. inhibition, % at 5.9 µM. actives 0.16% (n = 320,000). AID 2174;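 active means inhibition above the mean of all tested compounds plus 3 SD, set per campaign, cut at about 14% in these data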;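 further: inhibitors block serine hydrolase probe labeling of LYPLA1 so polarization falls; 0% = enzyme with DMSO and 100% = wells lacking LYPLA1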
# PAFAH1B2 inh = inhibitors of human PAFAH1B2; actives 1.2% (n = 340,000); recombinant PAFAH1B2, FP-rhodamine activity probe, fluorescence polarization; P68402; inhibition, % at 3.39 µM;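 active means inhibition above the mean of all tested compounds plus 3 SD, cut at about 24% in these data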;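 further: 0% = enzyme with DMSO and 100% = wells lacking PAFAH1B2; many of its hits are not listed in these tables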
# pPAFAH inh = inhibitors of human plasma PAF acetylhydrolase (pPAFAH); recombinant pPAFAH, FP-rhodamine probe fluorescence polarization; inhibition, % at 3.39 µM; actives 1.5% (n = 330,000); AID 463082;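 active means inhibition above the mean inhibition across the screen plus 3 SD, cut at about 25% in these data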;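 further: inhibitors block binding of the rhodamine activity-based probe so polarization drops; 0% = enzyme with DMSO and 100% = wells lacking pPAFAH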
# Target sequence (Q13093 whole entry, looked up): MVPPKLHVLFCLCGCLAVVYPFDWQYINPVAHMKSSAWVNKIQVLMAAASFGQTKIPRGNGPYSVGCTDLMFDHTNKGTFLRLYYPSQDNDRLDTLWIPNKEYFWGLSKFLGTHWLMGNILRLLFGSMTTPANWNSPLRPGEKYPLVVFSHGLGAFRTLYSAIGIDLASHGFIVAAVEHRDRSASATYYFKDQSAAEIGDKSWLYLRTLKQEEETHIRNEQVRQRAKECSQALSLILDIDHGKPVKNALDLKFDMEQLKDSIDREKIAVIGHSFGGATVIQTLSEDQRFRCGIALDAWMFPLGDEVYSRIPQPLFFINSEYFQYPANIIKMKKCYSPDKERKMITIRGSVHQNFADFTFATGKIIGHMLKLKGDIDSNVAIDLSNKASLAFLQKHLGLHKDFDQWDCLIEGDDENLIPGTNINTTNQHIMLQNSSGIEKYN
# ZTA DNA inh = counter-screen for EBNA-1 inhibitors: inhibitors of Epstein-Barr virus ZTA; actives 0.15% (n = 320,000); inhibition, % at 11 µM; P03206; ZTA-DNA binding, fluorescence polarization; in the data active means inhibition above about 33%
# Target sequence (P03206 whole entry, looked up): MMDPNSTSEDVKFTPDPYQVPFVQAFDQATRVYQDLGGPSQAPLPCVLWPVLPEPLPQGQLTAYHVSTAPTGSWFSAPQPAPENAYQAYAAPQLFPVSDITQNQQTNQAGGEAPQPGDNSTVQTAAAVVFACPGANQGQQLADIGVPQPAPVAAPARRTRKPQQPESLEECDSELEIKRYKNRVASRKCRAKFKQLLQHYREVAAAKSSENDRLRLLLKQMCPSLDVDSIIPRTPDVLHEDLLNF
# PAFAH1B3 inh = blocks human PAF acetylhydrolase 1B catalytic subunit 3. actives 0.28% (n = 340,000). inhibition, % at 3.39 µM. Q15102. recombinant PAFAH1B3, FP-rhodamine probe, fluorescence polarization. AID 492972;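 active means inhibition above the screen-wide average of all tested compounds plus 3 SD, cut at about 25% in these data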;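 further: 0% = enzyme with DMSO only and 100% = wells lacking PAFAH1B3 protein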
# LYPLA2 counter = blocks human lysophospholipase 2, a PME1 counter-screen; inhibition, % at 5.9 µM; AID 2177; recombinant LYPLA2, FP-Rh probe fluorescence polarization; O95372; actives 0.38% (n = 320,000);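 active means inhibition above the screen-wide mean plus 3 SD, limit set per campaign, cut at about 26% in these data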;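 further: 0% = LYPLA2 with DMSO and 100% = wells lacking LYPLA2 enzyme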
# Target sequence (O95372 whole entry, looked up): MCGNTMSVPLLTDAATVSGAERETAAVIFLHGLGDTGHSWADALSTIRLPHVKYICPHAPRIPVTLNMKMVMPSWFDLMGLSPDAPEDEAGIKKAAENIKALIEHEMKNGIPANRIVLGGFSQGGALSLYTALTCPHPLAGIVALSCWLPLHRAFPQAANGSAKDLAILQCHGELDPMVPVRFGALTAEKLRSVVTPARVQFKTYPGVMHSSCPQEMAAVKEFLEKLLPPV
# Starred values were filed as active, the others as inactive; . = no result given. A portion of the library. The share of hits here may be higher or lower than overall.
SMILES,EBNA-1 inh,PREPL inhibitor,PAFAH2 FP inh,LYPLA1 inh,PAFAH1B2 inh,pPAFAH inh,ZTA DNA inh,PAFAH1B3 inh,LYPLA2 counter
COc1cccc(C(=O)NCCNC(=O)c2ccco2)c1,-1.5,-10.9,6.8,0.5,-0.6,2.8,12.5,2.3,-2.0
CCOc1ccc(S(=O)(=O)NC(C)C(=O)NCc2cccnc2)cc1 (stereo not given),3.7,3.8,0.3,1.6,2.7,1.8,-1.1,4.8,2.7
COc1cccc(C(=O)OCn2nnc3ccccc3c2=O)c1OC,9.1,3.6,50.3*,2.1,0.2,9.5,-18.2,-3.0,-0.8
COc1cc(/C=C/c2noc(-c3ccccc3O)n2)cc(OC)c1OC,-4.6,-2.2,-4.0,-1.7,2.6,-1.5,4.5,-4.4,-2.6
CCC1CCCCN1S(=O)(=O)c1ccccc1 (stereo not given),-8.3,5.3,-1.0,0.5,2.0,-1.9,-3.2,8.7,-1.7
OCCNCc1c(OCc2ccc(Cl)cc2)ccc2ccccc12,-10.9,-34.3,4.2,-4.4,3.8,-3.5,-5.8,2.4,0.5
COc1ccccc1NC(=O)c1c(NC(=O)CCC(=O)O)sc2c1CCCCC2,-4.2,2.9,1.3,-0.2,2.8,10.4,12.4,-0.8,0.7
CC(C)c1nnc(NC(=O)CSc2ncn[nH]2)s1,-5.6,-1.3,3.5,0.4,3.4,3.7,6.6,-8.4,5.3
O=c1c2ccccc2nc(/C=C/c2c[nH]c3ccccc23)n1CCO,-8.0,16.5,6.5,-1.8,9.0,3.2,-2.6,6.3,5.8
O=C(Nc1ccc(C(=O)N2CCCC2)cc1)c1ccccc1F,8.7,2.4,1.7,1.9,4.2,0.4,12.6,4.8,4.3

# Gathered by group: the compounds so far containing a halogen.
SMILES,EBNA-1 inh,PREPL inhibitor,PAFAH2 FP inh,LYPLA1 inh,PAFAH1B2 inh,pPAFAH inh,ZTA DNA inh,PAFAH1B3 inh,LYPLA2 counter
OCCNCc1c(OCc2ccc(Cl)cc2)ccc2ccccc12,-10.9,-34.3,4.2,-4.4,3.8,-3.5,-5.8,2.4,0.5
O=C(Nc1ccc(C(=O)N2CCCC2)cc1)c1ccccc1F,8.7,2.4,1.7,1.9,4.2,0.4,12.6,4.8,4.3

# Returning to the listing; the 3 compounds before the break are reprinted first.
SMILES,EBNA-1 inh,PREPL inhibitor,PAFAH2 FP inh,LYPLA1 inh,PAFAH1B2 inh,pPAFAH inh,ZTA DNA inh,PAFAH1B3 inh,LYPLA2 counter
CC(C)c1nnc(NC(=O)CSc2ncn[nH]2)s1,-5.6,-1.3,3.5,0.4,3.4,3.7,6.6,-8.4,5.3
O=c1c2ccccc2nc(/C=C/c2c[nH]c3ccccc23)n1CCO,-8.0,16.5,6.5,-1.8,9.0,3.2,-2.6,6.3,5.8
O=C(Nc1ccc(C(=O)N2CCCC2)cc1)c1ccccc1F,8.7,2.4,1.7,1.9,4.2,0.4,12.6,4.8,4.3
COc1ccc2cc(CCNC(=O)C(C)(C)C)c(=O)[nH]c2c1,13.1,0.3,-0.2,-1.5,0.3,-3.9,6.2,5.8,0.2
Cc1ccc(C(=O)N/C(=C\c2cccc([N+](=O)[O-])c2)C(=O)Nc2cccc(C(=O)O)c2)cc1,9.8,-0.7,21.1,-1.5,1.6,5.1,-1.4,3.2,6.4
c1cc2c(cc1NC1CCCCCC1)OCO2,1.4,6.2,12.7,-1.2,3.7,9.3,6.3,-0.4,0.0
Cc1ccccc1NC(=O)CSc1nnc(C)c(=O)[nH]1,8.2,-8.7,10.5,0.7,-2.0,-4.6,-14.4,6.9,-3.2
O=C1c2ccccc2NC(c2ccc([N+](=O)[O-])cc2)N1O (stereo not given),3.1,15.4,2.9,-2.7,6.9,1.7,6.2,9.0,-4.5
Cc1ccccc1N=Nc1c(O)[nH]c2ccccc12,-10.2,6.3,.,-4.6,.,-6.1,-4.7,.,0.5
COc1ccc(OC)c(S(=O)(=O)N2CCC(C(=O)NCCC3=CCCCC3)CC2)c1,-2.9,13.4,4.1,3.1,10.3,-0.2,0.3,5.7,-0.7
COC(=O)C(C)N(C(=O)c1cccc2ccccc12)c1c(C)cccc1C (stereo not given),2.5,-7.6,3.9,0.2,3.1,0.0,-0.4,2.6,2.2
COC(=O)C(O)(CC(=O)Nc1ccc(C)c(F)c1)C(F)(F)F (stereo not given),0.7,-9.8,-1.3,-2.6,-4.0,0.7,17.1,1.4,-1.9
CCO/C(C)=C1/SC(=S)NC1=O,-2.0,-5.5,-12.0,-2.0,-7.2,1.6,16.7,-3.3,-6.3
COc1ncnc2sc3c(c12)CCCC3,11.6,3.6,-3.4,-2.9,1.4,-0.4,4.7,6.4,5.5
CCOC(CNc1c([N+](=O)[O-])c(=O)n(C)c(=O)n1C)OCC,-1.7,-3.8,0.2,2.8,-6.3,7.0,-22.7,-0.1,0.6
Cc1cc2ncn(C(=O)N3CCOCC3)c2cc1C,2.8,2.2,0.2,0.4,-1.1,5.2,3.2,-1.7,5.8
O=S(=O)(c1cccs1)N1CCN(CC(O)COc2cccc(Br)c2)CC1 (stereo not given),8.8,-28.3,-4.3,-1.0,4.0,7.5,28.4,0.1,-5.1
COc1ccccc1NC(=O)CSc1ccc2nnc(-c3cccnc3)n2n1,-1.1,-0.1,4.9,-0.7,2.9,-7.1,3.8,2.0,3.9
CCC(C)c1c(O)nc(SCC(=O)Nc2ccccc2)[nH]c1=O (stereo not given),-7.1,-5.2,-1.7,-2.0,-3.8,0.1,-3.0,22.0,1.7
COc1ccc(-c2nnc(SCc3cccnc3)o2)cc1,0.1,6.9,-0.3,2.2,-0.5,6.3,-14.1,2.8,6.9
CC(=O)c1ccc(NC(=O)C(C)N(C)CC(=O)Nc2ccc(Cl)cc2)cc1 (stereo not given),-8.3,-14.5,-4.0,-1.4,0.0,-4.2,4.0,1.9,-0.4
Cc1cccc(-c2c3c(=O)n(C)c(=O)n(C)c3c3cccnn23)c1,0.9,-2.1,5.7,2.2,4.7,14.0,-5.3,3.0,1.8
CCCCc1cc(=O)oc2cc(OCC(=O)N3CCC(C(=O)O)(c4ccccc4)CC3)ccc12,10.1,3.2,2.8,1.9,7.2,13.4,1.1,-0.1,12.0
CCOC(=O)C1=CN(c2cccc(F)c2)C=C(C(=O)OCC)C1c1cc(OC)c(O)c([N+](=O)[O-])c1,13.0,5.8,16.0,1.1,19.2,5.7,-5.2,8.7,-3.6
Cc1ccc(S(=O)(=O)NCC(=O)OCC(=O)c2ccc(Cl)s2)cc1,-7.4,-3.5,1.7,-2.1,0.9,6.0,-0.4,-6.4,-1.2
NNC(=O)COc1ccccc1F,-5.7,0.7,-5.9,-1.1,5.2,-1.1,-15.5,12.4,1.9
Cc1ccc(CN2CC(C(=O)Nc3cccc(C)n3)CC2=O)cc1 (stereo not given),5.7,5.3,2.8,3.0,5.0,1.1,12.5,1.4,-2.4
COc1ccc(C(C)=O)c(Oc2nc(CN3CCOCC3)nc3scc(-c4cccs4)c23)c1,-3.3,18.3,-5.2,-5.2,-3.0,6.1,-3.5,11.8,-0.3
COc1ccc(C(=O)CNC2=NCCC2)cc1,0.5,-10.3,-0.3,4.6,0.3,-2.7,-17.1,6.5,3.1
CCCCCCCOc1ccc(C2CC(=O)N(C)C2=O)cc1 (stereo not given),8.6,-6.0,2.1,1.3,5.6,7.8,-2.0,6.2,24.2
O=C(CN1CCc2ccccc21)NC(=O)NCc1ccccc1,10.2,-8.5,2.4,-4.3,8.1,0.6,1.5,7.7,-3.0
CCCCNC(=O)CS(=O)Cc1nc(-c2ccc(C)cc2)oc1C (stereo not given),9.6,10.7,-1.9,-0.2,-3.9,8.2,13.9,-3.6,-2.5
CCOC(=O)c1ccc(NC(=O)C2(c3ccccc3)CCOCC2)cc1,3.8,-7.1,11.1,0.6,4.1,2.4,4.5,-0.5,-7.4
COc1ccc(Cl)cc1NC(=O)NCc1ccco1,8.3,6.3,1.6,-0.9,1.0,-0.1,-6.3,3.3,2.6
Cc1ccc2cccc(OCC(=O)N3CCc4ccccc43)c2n1,0.9,16.0,1.6,-4.0,1.6,4.2,-12.5,10.5,0.6
COc1ccc(S(=O)(=O)N2CCN(Cc3cccc(OC)c3)CC2)cc1,-7.2,-5.9,-7.2,1.2,3.8,5.9,-3.0,12.4,4.2
Cc1ccc(NC(=O)c2cnn(-c3ccccc3)c2C)c(C)c1,-15.0,17.1,-1.4,2.9,0.5,-8.4,-3.6,7.8,1.8
Cc1ccc(C(=O)C(C)Oc2cccc(NC(=O)c3ccco3)c2)cc1 (stereo not given),-1.2,-19.1,-4.1,-5.6,2.0,-0.2,-7.7,-0.1,-4.2
CCN1CCN(S(=O)(=O)c2ccc(Cl)c(C(=O)N(C)Cc3ccc(F)cc3)c2)CC1,6.3,13.7,-4.5,-0.7,1.9,0.5,10.1,-0.1,-2.7
COc1cccc(C2=CC(=O)C[C@H](c3ccc4c(c3)OCO4)C2)c1,.,-4.5,3.1,-2.1,-0.4,7.9,4.2,-5.5,12.1
COc1ccc(NC(=S)NCCc2ccc(F)cc2)c(OC)c1,5.3,-1.1,-1.3,-3.4,-0.7,4.5,12.9,3.0,-3.1
CN(C(=O)COC(=O)c1cccc(Cl)c1)C1CCS(=O)(=O)C1 (stereo not given),.,4.1,2.5,1.3,-2.2,1.5,-0.4,7.2,-0.3
CSCc1ccc(C(=O)NC(C)c2cnn(-c3ccccn3)c2C)o1 (stereo not given),-2.8,-1.4,-1.5,-0.7,0.1,6.1,-7.1,5.7,2.1
CCCCn1c2ccccc2c2nnc(SCC(=O)NC3=NN=C(c4ccccc4)CS3)nc21,-1.6,-17.7,.,2.5,.,14.1,15.3,.,-1.3
COc1c(F)c(F)c(C(=O)O)c(Nc2ccc(C)cc2C)c1F,-6.5,-5.6,-7.7,-1.3,5.1,6.4,17.7,1.2,-3.0
CCOc1ccc(NC(=O)CCn2ccnc2)cc1,0.6,17.5,5.3,-0.1,0.6,-1.9,9.9,-0.2,2.7
Cc1cc(NC(=O)CSc2nnc3ccc(-c4ccc(F)cc4)nn23)no1,-19.6,-9.6,-2.1,0.8,-1.6,4.0,-7.5,5.6,1.2
CCCCn1c(=O)n(CC(=O)NCc2ccc(C)cc2)c(=O)c2c1nc(CO)n2CCC,-3.9,14.6,-12.4,-3.6,-0.1,1.4,10.7,-0.1,-2.4
CN1CCN(c2ccccc2/C=N/NC(=O)c2cccnc2)CC1,2.3,-0.5,-3.5,1.5,1.9,5.4,-18.4,9.4,3.5
N#Cc1ccc(Cn2c(=O)oc3ccccc32)cc1,-12.3,-8.3,-0.1,1.8,3.4,-4.8,-1.2,3.6,0.3
Cc1cc(NC(=O)CC(C)C)c(=O)n(Cc2c(F)cccc2Cl)c1,5.9,-9.1,2.4,-0.9,0.4,6.1,15.5,5.2,7.3
CC(=O)Nc1ccn(-c2ccccc2)n1,16.1,1.1,-8.7,-1.6,4.2,11.7,24.2,1.2,4.5
O=C(CCC(=O)N1CCSc2ccccc21)NCCc1ccccc1,-4.6,-0.5,3.2,-1.0,1.1,-5.7,14.2,-3.1,-0.1
CCCC1=NN(c2ccc([N+](=O)[O-])cc2)C(=O)/C1=C\N(C)C,-7.0,9.3,-8.5,3.4,-3.2,3.8,3.9,1.4,-9.2
COc1ccc(NC(=O)Cc2ccc(C)cc2)c([N+](=O)[O-])c1,-1.5,12.6,2.4,-2.4,-3.9,6.5,-8.3,5.4,-2.7
